# DYRK1A inh: inhibitors of rat Dyrk1A kinase; ADP-Glo luminescence, NFATc1 peptide; inhibition, % at 12.5 µM; actives 0.43% (n = 310,000); in the data active = inhibition above about 50%;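 note: plate controls were vehicle with enzyme for no effect and no enzyme for full effect; many of its hits are not listed in these tables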
# GSK3 alpha inh: human GSK-3 alpha kinase inhibition; ADP-Glo luminescence, 60 min; inhibition, % at 10 µM; AID 2650; actives 0.1% (n = 320,000);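 in the data active = inhibition above about 50%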;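 note: GST-tagged GSK-3 alpha with peptide substrate and 25 µM ATP; 0% = DMSO neutral wells and 100% = GW8510 positive control wells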
# Target sequence (P49840 whole entry, looked up): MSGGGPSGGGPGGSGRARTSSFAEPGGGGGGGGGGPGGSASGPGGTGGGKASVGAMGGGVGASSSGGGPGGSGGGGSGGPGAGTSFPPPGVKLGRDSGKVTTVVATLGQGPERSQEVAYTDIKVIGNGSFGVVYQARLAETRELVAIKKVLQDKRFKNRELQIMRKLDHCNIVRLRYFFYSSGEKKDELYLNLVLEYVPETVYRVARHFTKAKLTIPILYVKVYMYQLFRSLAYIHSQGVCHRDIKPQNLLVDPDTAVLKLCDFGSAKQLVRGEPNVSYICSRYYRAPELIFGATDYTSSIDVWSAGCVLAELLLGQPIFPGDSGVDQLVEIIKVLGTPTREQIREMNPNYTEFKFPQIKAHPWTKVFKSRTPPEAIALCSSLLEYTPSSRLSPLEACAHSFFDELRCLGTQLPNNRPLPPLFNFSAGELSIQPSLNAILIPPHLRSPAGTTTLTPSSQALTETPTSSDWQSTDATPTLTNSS
# * marks the source's active call; other numbers are inactive results. An excerpt. The share of hits here may be higher or lower than overall.
# Order of results – DYRK1A inh, GSK3 alpha inh
COc1ccc(S(=O)(=O)N2CCCCC2)cc1NS(=O)(=O)c1ccc(CNC(C)=O)cc1
→ -7, -1
CCN(C(=O)COn1nnc2ccc(S(=O)(=O)N(C)C)cc21)C1CCS(=O)(=O)C1 (stereo not given)
→ -1, 0
Cn1nc(C(=O)NNC(=O)CCOc2ccc(C(C)(C)C)cc2)c2ccccc2c1=O
→ 10, 0
COC(=O)/C=C1\SC(=NC(=O)c2ccc(-c3ccccc3)cc2)NC1=O
→ 3, -1
CN(Cc1ccccc1)C(=O)C1CCCN1S(=O)(=O)c1ccc(Cl)cc1 (stereo not given)
→ 6, -3
O=c1oc(C2(O)CCCCC2)cc2ccc(Br)cc12
→ 0, -1
COC(=O)[C@]12C(=O)NC[C@H](CN1c1ccc(C(F)(F)F)cc1)N2C
→ -9, 0
C[C@@]12CCC[C@@](C)(C(=O)O)C1CC[C@@]13C[C@@H](NCc4ccccc4)[C@@](C)(CCC12)C3 (stereo not given in full)
→ -1, 1
Cc1ccc(C(C)NC(=O)CSc2ccc(S(=O)(=O)N3CCOCC3)cn2)cc1C (stereo not given)
→ 0, -1
Cc1nc(SCc2nc3ccc(C(F)(F)F)cc3[nH]2)c2oc3ccccc3c2n1
→ 1, -1
O=C(CNC(=O)c1ccccc1F)OCC(=O)c1c[nH]c2ccccc12
→ 5, -3
C[C@H](CO)N1C[C@H](C)[C@@H](CN(C)C(=O)NC2CCCCC2)Oc2c(NC(=O)Nc3ccc(C(F)(F)F)cc3)cccc2C1=O
→ -9, 5
COC(=O)[C@]1(Cc2ccccc2)N[C@H](CN(C)S(=O)(=O)c2ccc(OC)cc2)[C@@H]2C(=O)N(C)C(=O)[C@@H]21
→ 3, -1
O=C(O)/C(=C\c1cccc(O)c1)c1ccc(S(=O)(=O)N2CCCC2)s1
→ 19, 2
COc1ccc(NC(C)=O)cc1S(=O)(=O)NCCc1ccccn1
→ 4, 1

# The closing three compounds of the section before open the next one.
# Order of results – DYRK1A inh, GSK3 alpha inh
COC(=O)[C@]1(Cc2ccccc2)N[C@H](CN(C)S(=O)(=O)c2ccc(OC)cc2)[C@@H]2C(=O)N(C)C(=O)[C@@H]21
→ 3, -1
O=C(O)/C(=C\c1cccc(O)c1)c1ccc(S(=O)(=O)N2CCCC2)s1
→ 19, 2
COc1ccc(NC(C)=O)cc1S(=O)(=O)NCCc1ccccn1
→ 4, 1
COc1ccccc1/C(C)=N/Oc1cc(N)cc([N+](=O)[O-])c1
→ -1, 0
C=C(C)[C@@H](O)COc1c2ccoc2cc2oc(=O)ccc12
→ 59*, 6
CCOC(=O)C1CCCN(C(=O)CN2C(=O)c3ccccc3S2(=O)=O)C1 (stereo not given)
→ -6, -2
CC(C)(C)OC(=O)COc1cc(F)ccc1[N+](=O)[O-]
→ 0, -1
O=C(CNC(=O)c1ccccc1F)OCn1nnc2ccccc2c1=O
→ -1, 4
Cc1cc(CN2CCN(CC(=O)Nc3cc(C(F)(F)F)ccc3-n3cncn3)CC2)no1
→ 2, -25
COc1ccc(NC(=O)CN(C)CC(=O)NC2CCCCC2C)cc1 (stereo not given)
→ -7, 2
CC(NC(=O)c1cc(S(=O)(=O)N2CCOCC2)ccc1F)c1ccc(-n2ccnc2)cc1 (stereo not given)
→ -2, -1
Cc1ccc2c(c1)CCCN2CC(=O)N(C)c1c(N)n(Cc2ccccc2)c(=O)[nH]c1=O
→ -4, 10
COc1cc2c(cc1OC)C(=O)N1[C@H]3c4cc(C)ccc4OC[C@@H]3[C@H](c3ccccc3)[C@]1(C)C(=O)N2
→ 7, 0
CC(NS(=O)(=O)c1cccc(C(=O)NCc2ccncc2)c1)c1ccccc1 (stereo not given)
→ -4, 0
CNC[C@@H]1Oc2c(NC(=O)Nc3ccc(F)cc3)cccc2C(=O)N([C@H](C)CO)C[C@@H]1C
→ 3, -4
COCC(C)n1c(SCC(=O)N2CCOCC2)nc2ccccc2c1=O (stereo not given)
→ 1, -5
C=C1CCC(N(O)c2cc(C)on2)C(=C)CCC2C1CC2(C)C (stereo not given)
→ -4, -9
COc1ccc(C(CNC(=O)c2oc3ccccc3c2C)N2CCCC2)cc1 (stereo not given)
→ 1, -1

# The list continues.
# Order of results – DYRK1A inh, GSK3 alpha inh
O=C(NNC(=O)c1ccccc1F)c1cccc(S(=O)(=O)N2CCc3ccccc32)c1
→ 0, 0
N=c1c(C(=O)NCc2ccccc2)cc2c(=O)n3ccccc3nc2n1CCCN1CCOCC1
→ -2, -1
O=C(COC(=O)CCC(=O)c1cccs1)NCCc1ccccc1
→ 2, -2
O=C(COC(=O)COc1ccc(Cl)cc1Br)NCCC1=CCCCC1
→ 3, -10
O=C(NCc1cccc(C(F)(F)F)c1)c1cccc2c1C(=O)c1ccc(N3CCC(Cc4ccccc4)CC3)cc1S2(=O)=O
→ 6, 1
CCS(=O)(=O)c1ccc2oc(SCC(=O)c3c(N)n(C4CC4)c(=O)[nH]c3=O)nc2c1
→ 5, -1
C[C@@H](NC(=O)c1nc[nH]c1C(=O)N1CCc2ccccc2C1)c1ccccc1
→ 0, 0
COc1cc(C(=O)OC(C)c2ccc(F)cc2)ccc1OCC(=O)N1CCOCC1 (stereo not given)
→ -5, -2
CCn1nc(C(=O)NNC(=O)c2cc(Cl)ccc2OC)c2ccccc2c1=O
→ 13, -3
C=CC[C@@H](CC(=O)N(CCO)Cc1ccccc1)C(=O)NC[C@H](OC(=O)[C@@H](CC=C)CC(=O)OC(C)(C)C)c1ccccc1
→ 13, 0
Cc1cc(C)n2nc(SC(C)C(=O)N(C)c3ccccc3)nc2n1 (stereo not given)
→ -1, -1
C=CC[C@@H](CC(=O)NCCO)C(=O)NC[C@H](OC(=O)[C@@H](CC=C)CC(=O)OC(C)(C)C)c1ccccc1
→ 1, -2
COc1ccccc1C(=O)OCc1cc(=O)n2ccsc2n1
→ 5, 1
Cc1cc(=O)[nH]c(SCC(=O)Nc2c(C)n(C)n(-c3ccccc3)c2=O)c1C#N
→ -4, 3
O=C(CNC(=O)c1ccc(F)cc1)NCc1ccccn1
→ 4, -6

# Other compounds
# Order of results – DYRK1A inh, GSK3 alpha inh
O=C(c1cccc(S(=O)(=O)N2CCc3ccccc32)c1)N1CCN(CCO)CC1
→ -7, -3
COc1ccc2sc(-c3ccc(S(C)(=O)=O)cc3)c(-c3ccc(C(N)=O)cc3)c2c1
→ -12, -1
Cc1cc(C(=O)OCC(=O)NCCN2C(=O)CSC2=O)ccc1[N+](=O)[O-]
→ 5, -1
CCn1c(C)cc(C(=O)COC(=O)c2cccnc2SC)c1C
→ -3, -8
COc1ccc(OC)c(/C=C/C(=O)OCC(=O)NCc2ccccc2)c1
→ 3, -3
C[C@H]1CN([C@@H](C)CO)C(=O)c2cccc(NC(=O)C3CC3)c2O[C@H]1CN(C)S(=O)(=O)c1ccccc1
→ -3, 2
COc1ccc(C2(c3ccc(OC)cc3)NC(=O)N(CC(=O)NC3CCS(=O)(=O)C3)C2=O)cc1 (stereo not given)
→ 1, 0
CC(C)[C@H](NS(=O)(=O)c1ccccc1)C(=O)OCC(=O)Nc1cccc(S(N)(=O)=O)c1
→ -2, -4
COc1ccc(Br)c(C(=O)OCC(=O)N2CCc3ccccc32)c1
→ 10, 1
Nc1nc(=S)c2ncn([C@@H]3O[C@H](CO)[C@@H](O)[C@H]3O)c2[nH]1
→ 2, 3
Cc1ccc(NC(=O)C2CSC3(C)CCC(=O)N23)cc1S(=O)(=O)N1CCCCCC1 (stereo not given)
→ -2, 1
C=C1C[C@H](O)[C@@H]2[C@H](OC(=O)[C@H]2C)[C@H]2[C@H](C)[C@@H](O)C[C@@H]12
→ 5, -1
CN(C)C(=O)c1ccc(NC(=O)c2cccc(S(=O)(=O)N3CCCCCC3)c2)cc1
→ 6, -1
COc1ccc(C)cc1NC(=O)C1CCCN1S(=O)(=O)c1ccccc1F (stereo not given)
→ 0, -2
CC(NC(=O)COC(=O)c1cc(S(=O)(=O)N2CCOCC2)ccc1F)c1ccccc1 (stereo not given)
→ -4, 0

# The list continues.
# Order of results – DYRK1A inh, GSK3 alpha inh
O=C(c1cccc(S(=O)(=O)Nc2ccc(F)cc2)c1)N1CCOCC1
→ -1, 1
Cc1ccc(S(=O)(=O)NCCC(=O)NC2CCCCC2C)cc1 (stereo not given)
→ 2, 0
COc1ccc(NC(=O)CN(C)C(=O)C2CSC3(C)CCC(=O)N23)cc1 (stereo not given)
→ 3, 2
CCCN(CC(=O)Nc1ccccc1C)C(=O)Cc1cccs1
→ -6, -1
CC1(c2ccccc2Cl)NC(=O)N(CC(=O)N2CCc3ccccc32)C1=O (stereo not given)
→ 1, -2
CC1(C)C(C=C(Cl)Cl)C1C(=O)OCc1cccc(Oc2ccccc2)c1 (stereo not given)
→ 3, -1
COc1ccc(S(=O)(=O)N2CCOCC2)cc1NC(=O)CN1C(=O)NC2(CCCC2)C1=O
→ -2, 4
CC1CCCC(C)N1C(=O)COC(=O)/C=C/c1ccco1 (stereo not given)
→ 0, -3
CCCN(Cc1nnc(-c2cccs2)o1)C(=O)CN1C(=O)NC2(CCC(C)CC2)C1=O (stereo not given)
→ -2, -1
Cn1cccc1C(=O)NNC(=O)COc1ccccc1Cl
→ -4, -1
CCC(=O)NC(c1cc(Cl)c2cccnc2c1O)C(C)C (stereo not given)
→ 5, 0
O=C1C(O)=C(O)C(=O)c2ccccc21
→ 38, 2
C[C@H](CO)N1C[C@H](C)[C@@H](CN(C)C(=O)Nc2ccc(C(F)(F)F)cc2)Oc2c(NC(=O)Cc3ccccc3)cccc2C1=O
→ 4, -3
CC(C)NS(=O)(=O)c1ccc(NC(=O)C(C)OC(=O)CCC2CCCC2)cc1 (stereo not given)
→ 1, -1
CC1CN(C(=O)COc2ccc3c(-c4ccccc4)cc(=O)oc3c2)CC(C)O1 (stereo not given)
→ 2, 2

# Shown with each value named: entries from further up.
COc1ccc(S(=O)(=O)N2CCOCC2)cc1NC(=O)CN1C(=O)NC2(CCCC2)C1=O
  DYRK1A inh: -2; GSK3 alpha inh: 4

CC1CCCC(C)N1C(=O)COC(=O)/C=C/c1ccco1 (stereo not given)
  DYRK1A inh: 0; GSK3 alpha inh: -3

CCCN(Cc1nnc(-c2cccs2)o1)C(=O)CN1C(=O)NC2(CCC(C)CC2)C1=O (stereo not given)
  DYRK1A inh: -2; GSK3 alpha inh: -1

Cn1cccc1C(=O)NNC(=O)COc1ccccc1Cl
  DYRK1A inh: -4; GSK3 alpha inh: -1

# Further compounds.
# Order of results – DYRK1A inh, GSK3 alpha inh
CCOc1ccc(C(=O)NNC(=O)CNC(=O)c2ccc(C)s2)cc1OC
→ -1, -2
CCOC(=O)[C@@H]1[C@H]2COc3cc(OC)ccc3[C@H]2N2C(=O)N(c3ccc(C)cc3)C(=O)[C@]12C
→ 2, 0
C[C@H](CO)N1C[C@H](C)[C@@H](CN(C)S(=O)(=O)c2ccc(F)cc2)Oc2ccc(NS(=O)(=O)c3cccs3)cc2C1=O
→ -3, -2
CC(=O)Nc1cccc(-c2cnc(N)c(C(=O)c3cccnc3)n2)c1
→ 88*, 89*
O=C(NCCCN1CCOCC1)c1cc(-c2ccc(F)cc2)nc2ccccc12
→ -4, 0
COC(=O)[C@H](Cc1ccccc1)NC(=O)[C@@H](N)CC(=O)OCc1ccccc1
→ 8, 0
O=C(COC(=O)c1ccccc1O)NC12CC3CC(CC(C3)C1)C2
→ 9, -1
COc1cc(OC)cc(C(=O)N[C@H](C(=O)NC2CCCc3ccccc32)C(C)C)c1 (stereo not given in full)
→ -2, 0
CC(C)OC(=O)c1ccc(NC(=O)c2cccc(-n3cnnn3)c2)cc1
→ -2, -4
O=C(C[C@H]1C/C=C\CCCCC(=O)OC[C@H]2CCCN2C1=O)N[C@H](CO)Cc1ccccc1
→ -3, 0
O=C(NCc1ccc(F)cc1)c1cccc2c1C(=O)c1ccc(N3CCOCC3)cc1S2(=O)=O
→ 17, 1
C[C@H](CO)N1C[C@H](C)[C@H](CN(C)Cc2ccc(-c3ccccc3)cc2)Oc2ccc(NS(=O)(=O)c3ccccc3)cc2CC1=O
→ 0, -3
CCN(CC(=O)Nc1c(F)cccc1F)C(=O)c1ccc(S(=O)(=O)N2CCC(C)CC2)cc1
→ -4, 1
Cn1c(=O)c2c(ncn2CC(=O)Nc2cc(S(=O)(=O)N3CCCCC3)ccc2Cl)n(C)c1=O
→ -2, -4
COc1ccc(-c2c(-c3cc(OC)cc(OC)c3)n(C)c3ccc(-c4ccc5[nH]ccc5c4)cc23)cc1
→ -2, 9

# Next results.
# Order of results – DYRK1A inh, GSK3 alpha inh
CC(OC(=O)CCN1C(=O)C2CC=CCC2C1=O)C(=O)c1ccc(F)cc1 (stereo not given)
→ -4, 9
COc1ccc(C(CNC(=O)c2cc3c(s2)CCC(C)C3)N2CCCC2)cc1 (stereo not given)
→ 0, -3
C=CC[C@@H](CC(=O)N[C@H](CO)Cc1ccccc1)C(=O)N[C@H](C)COC(=O)[C@@H](CC=C)Cc1ccc(F)cc1
→ -1, -2
CN(CC(=O)Nc1ccc(F)cc1)C(=O)C1CCCC1
→ -1, -2
O=C(NN=Cc1ccc(N2CCOCC2)cc1)c1cc2ccccc2cc1O
→ 0, -2
CCOc1ccc(NC(=O)CN(C)C(=O)c2ccccc2Cc2ccccc2)cc1OCC
→ -6, 2
COC(=O)C1=COC(OC2OC(CO)C(O)C(O)C2O)C2C1C=CC2(O)CO (stereo not given)
→ -3, 0
CSc1ncccc1C(=O)NCC(c1ccco1)N1CCCCC1 (stereo not given)
→ -4, -7
COc1ccc([C@@H]2CC=C(C(=O)O)[C@H](c3ccc(F)cc3)N2S(=O)(=O)c2ccccc2C)cc1
→ -5, -3
O=C(NCc1ccccc1F)c1ccc(S(=O)(=O)N2CCCCCC2)cc1
→ -1, 15
COc1ccccc1N1CC(C(=O)Nc2ccc(C)c(S(=O)(=O)N3CCOCC3)c2)CC1=O (stereo not given)
→ 2, -3
O=C(NCC1CCCCC1)c1ccc(Cl)c(S(=O)(=O)N2CCOCC2)c1
→ -2, -3
CC(C)(C)OC(=O)C[C@@H]1C/C=C\C[C@@H](CC(=O)NCCO)C(=O)N[C@H](Cc2c[nH]c3ccccc23)COC1=O
→ 0, -2
Cc1cccc(NC(=O)CNC(=O)CCNC(=O)c2ccc(C(C)(C)C)cc2)c1C
→ 4, -5

# Compound activity: PubChem BioAssay, Broad Institute
